DNMT1 inh = inhibitors of human DNMT1; P26358; DNMT1 molecular beacon, Hinp1I cleavage, fluorescence; inhibition (reported as % activation of signal), % at 10 µM; 0.83% of 360,000 active; in the data active = inhibition above about 50%
Scp-1 inhibitor = blocks human Scp-1 phosphatase activity; Q9GZU7; Recombinant Scp1, phosphopeptide, malachite green phosphate absorbance; 0.88% of 340,000 active; inhibition, % at 20 µM;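 active = inhibition above about 50% at 20 µM, limit read from the data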;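 note: plate controls were DMSO wells with enzyme for no effect and wells lacking enzyme for full effect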
Target sequence (Q9GZU7 76-261 limits assumed): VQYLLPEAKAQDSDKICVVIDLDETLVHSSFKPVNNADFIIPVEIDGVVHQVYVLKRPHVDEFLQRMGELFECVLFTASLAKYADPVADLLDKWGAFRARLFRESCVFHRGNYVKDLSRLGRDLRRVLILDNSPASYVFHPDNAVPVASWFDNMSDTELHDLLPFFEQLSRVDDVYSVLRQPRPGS
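Times: enzyme reaction 45 min at room temperature, colour 5 min, stabilisation 30 min. Material: SCP-1 catalytic fragment, aa 76-261. Medium: Acidic Tris acetate buffer with magnesium and detergent. Signal: colorimetric free-phosphate detection, absorbance 630 nm. Read-out basis: % inhibition of SCP-1 phosphate liberation. Reagent: Phosphorylated 17-residue peptide substrate.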
LMPTP block = blocks human LMPTP phosphatase. inhibition, % at 20 µM. recombinant LMPTP-A, OMFP fluorogenic substrate, fluorescence intensity. AID 651560. P24666. 0.22% of 360,000 active;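 active = compounds that cut the enzyme signal by at least half of the control window in the single-dose screen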;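 note: plate controls were DMSO wells with enzyme plus substrate for no effect and substrate without enzyme for full effect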
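Test system: LMPTP-A phosphatase enzyme; input: 0.625 nM LMPTP-A final; reagent: OMFP substrate, 400 µM final; compound dosing: 20 µM single dose, 3% DMSO; incubation: 50 min dark incubation at room temperature; measured by: endpoint fluorescence intensity from OMFP dephosphorylation; measure: % inhibition relative to no-enzyme and uninhibited control wells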
SUMO1-SIM PPI = modulators of human SUMO1-mediated protein-protein interactions. SUMO1 binding to a labelled peptide, TR-FRET, 1 h. 0.33% of 360,000 active. inhibition, % at 20 µM; in the data active = inhibition above about 37%
STEP block = inhibitors of human striatal-enriched phosphatase STEP. 0.25% of 360,000 active. AID 588621. inhibition, % at 20 µM. P54829. recombinant STEP, OMFP fluorogenic substrate, fluorescence;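 active = inhibition at 20 µM, scaled per plate between control wells, above about 37%, limit read from the data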;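 note: 0% = DMSO with enzyme and substrate and 100% = substrate only without enzyme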
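Measure: Control-normalized % inhibition with plate pattern correction | Test system: STEP phosphatase, cell-free reaction | Medium: pH 6.0 Bis-Tris with DTT and Tween 20 | Technique: Fluorescence, 480/540 nm | Times: Reaction 20 min, ambient temperature | Doses: Single compound dose of 20 µM, 1% DMSO final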
NadD block = blocks S. aureus nicotinate mononucleotide adenylyltransferase. purified NadD enzyme, colorimetric absorbance read-out. inhibition, % at 20 µM. 0.78% of 360,000 active; in the data active = inhibition above about 26%; note: some compounds past the cut are filed as inactive
SKN-1 block = blocks SKN-1 activity in C. elegans | C. elegans VP596 Pgst-4::GFP/RFP ratio, acrylamide-induced, 24 h | AID 624304 | 0.49% of 360,000 active | inhibition, % at 21.8 µM;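 active = interference check ratio from 0.5 to 1.5 plus GFP to RFP signal ratio inhibition reaching or exceeding a fixed threshold, cut at about 30% in these data, passing the limit was not always enough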; note: some compounds called inactive have numbers as strong as hits
Tb MetRS inh = Trypanosoma brucei MetRS inhibition; inhibition, % at 11.9 µM; AID 624268; purified T. brucei MetRS, ATP depletion, Kinase-Glo luminescence; 0.4% of 360,000 active;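 active = inhibition above a per-plate cutoff of the control wells' mean inhibition plus 3 SD, cut at about 5.5% in these data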;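 note: 0% = DMSO wells median and 100% = median of wells with control inhibitor compound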
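technique = Kinase-Glo luminescence, ATP depletion format | system = purified MetRS (methionyl-tRNA synthetase) enzyme from Trypanosoma brucei | timing = 15 min preincubation, 2 h reaction, all 25 °C | evaluation = percent inhibition versus plate control medians | dosing = single dose, 11.9 µM final nominal, 0.9% final DMSO | also added = substrates ATP, L-methionine and bulk Escherichia coli tRNA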
Neddyl block = cullin neddylation inhibition. P61081+Q13564. TR-FRET cullin neddylation, biochemical. 0.58% of 360,000 active. calls only at 25 µM; in the data active = inhibition above about 36%
NRP1-CendR mod = modulators of CendR peptide binding to human neuropilin-1; O14786; FAM-RPARPAR peptide binding to NRP-1, fluorescence polarization; inhibition, % at 25 µM; 0.85% of 360,000 active; AID 602438;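 active = inhibition or corrected inhibition above about 18%, plus a signal ratio from 0.5 to 1.5, limit read from the data, passing the limit was not always enough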; note: strong numbers were not always called active
Target sequence (O14786 whole entry, looked up): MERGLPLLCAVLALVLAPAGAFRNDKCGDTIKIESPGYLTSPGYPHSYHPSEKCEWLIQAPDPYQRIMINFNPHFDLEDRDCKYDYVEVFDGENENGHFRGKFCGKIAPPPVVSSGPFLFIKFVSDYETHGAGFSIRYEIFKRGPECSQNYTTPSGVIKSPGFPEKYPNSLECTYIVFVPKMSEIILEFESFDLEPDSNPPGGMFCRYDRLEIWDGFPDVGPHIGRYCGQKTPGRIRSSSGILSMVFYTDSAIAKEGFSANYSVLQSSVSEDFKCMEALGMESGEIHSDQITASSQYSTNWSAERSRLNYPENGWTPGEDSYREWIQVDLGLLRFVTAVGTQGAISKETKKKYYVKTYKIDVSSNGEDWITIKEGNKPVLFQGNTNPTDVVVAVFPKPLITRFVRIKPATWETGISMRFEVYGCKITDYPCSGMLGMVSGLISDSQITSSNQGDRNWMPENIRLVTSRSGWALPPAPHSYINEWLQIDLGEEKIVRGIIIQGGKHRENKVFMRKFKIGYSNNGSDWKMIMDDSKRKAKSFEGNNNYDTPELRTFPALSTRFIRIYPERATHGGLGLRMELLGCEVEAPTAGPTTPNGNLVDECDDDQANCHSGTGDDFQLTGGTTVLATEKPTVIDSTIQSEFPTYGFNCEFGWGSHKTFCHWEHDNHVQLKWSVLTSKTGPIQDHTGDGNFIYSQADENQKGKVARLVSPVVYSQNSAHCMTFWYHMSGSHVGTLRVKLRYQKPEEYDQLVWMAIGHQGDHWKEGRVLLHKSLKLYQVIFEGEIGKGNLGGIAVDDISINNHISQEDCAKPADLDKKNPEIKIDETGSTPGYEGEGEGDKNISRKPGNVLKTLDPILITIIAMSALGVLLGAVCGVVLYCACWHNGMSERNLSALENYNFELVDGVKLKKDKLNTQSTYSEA
Starred values were filed as active, the others as inactive; i = inactive; x = no result given. Compounds as they come, and some 4.6% of all compounds hit somewhere here.

SMILES	DNMT1 inh	Scp-1 inhibitor	LMPTP block	SUMO1-SIM PPI	STEP block	NadD block	SKN-1 block	Tb MetRS inh	Neddyl block	NRP1-CendR mod
O=S(=O)(Nc1ccccc1OC(F)F)c1ccc(S(=O)(=O)N2CCCC2)cc1	-3	-10	-0.7	1	-3	3	-10	-0.1	i	7
CCc1nnc(NC(=O)C2CCN(C(=O)NC3CCCCC3)CC2)s1	0	-2	-1.4	1	-3	-1	-2	-0.7	i	-2
CCN(CC)C(=O)COc1ccc(/C(C)=N/NC(=O)c2ccccc2O)cc1	2	-3	0.1	2	1	4	6	-0.5	i	-1
Cc1cc(C)cc(N2CC(C)(C)C2=O)c1	1	-2	-0.4	-1	2	-1	2	0.1	i	0
CCN(CC)S(=O)(=O)c1ccc2c(c1)N(CC(=O)NCc1ccco1)C(=O)CO2	1	16	-0.4	7	2	1	-5	0.1	i	4
COc1ccccc1Cc1c(-c2ccc(C)cc2)nc2c(C)cc(Br)cn12	3	x	3.0	2	0	5	14	-0.1	i	-29
Cc1cc(Nc2ccc(Cl)cc2)nc(-c2ccccc2O)n1	-14	-7	2.1	0	0	4	3	-0.3	i	2
NS(=O)(=O)c1ccc(CCNC/C=C/c2ccccc2)cc1	10	-5	-2.0	4	-1	-6	27	0.5	i	13
CSc1sc(C(=O)NN)c2c1C1(CCC2)SCCS1	1	-4	0.4	-3	-1	4	2	1.2	i	4
COc1cc(/C=C/C(=O)c2c(O)ccc3c(C)cc(=O)oc23)ccc1O	0	-14	1.2	0	-1	-2	-17	-0.6	i	12
Cc1ccc(S(=O)(=O)c2ccc(Cl)cc2)cc1S(N)(=O)=O	-2	-2	-0.8	2	-1	0	1	-0.9	i	2
O=C(CCC(=O)N1CCN(S(=O)(=O)c2ccccc2)CC1)c1cccs1	-6	-5	0.3	4	-2	4	-1	-0.3	i	2
Cc1ccc(F)cc1C(=O)N1CCCC(c2cc(C(=O)NCc3ccccc3)no2)C1 (stereo not drawn)	-5	x	-0.9	-4	-1	-6	1	0.0	i	5
O=C(c1ccco1)N1CCN(C(c2ccc(F)cc2)c2nnnn2CC2CCCO2)CC1 (stereo not drawn)	3	-5	-3.1	-4	3	-4	-12	0.8	i	16
O=C(CSCc1ccc(Cl)cc1)NCC1CCCO1 (stereo not drawn)	-3	-2	-1.2	-4	-1	-4	-12	-1.6	i	5
COc1ccc(CC(=O)Cc2ccc(OC)c(OC)c2)cc1OC	2	x	-0.9	5	-2	-4	21	-0.1	i	-5
COc1ccc(-n2nc3c(c2NC(=O)C2CC2)CS(=O)(=O)C3)cc1	1	-10	-1.5	1	-2	-1	25	-0.3	i	9
Nc1ccc(-c2nnc(-c3ccc(-c4ccccc4)cc3)o2)cc1	-6	4	6.2	-3	8	-5	-18	-0.2	x	-2
Cc1cc2ncc(C(=O)N=CN(C)C)cn2n1	3	-3	-1.7	-2	-3	-1	2	-0.4	i	12
O=C(NC1CCCc2ccccc21)c1cc(Cl)ccn1 (stereo not drawn)	-1	6	0.3	2	-1	10	7	-1.1	i	6
Cc1ccc(CSc2ccc(-c3ccc4c(c3)OCO4)nn2)cc1	1	0	-0.7	-1	-3	11	1	-0.6	i	-11
COc1ccc(NC(=O)COC(=O)CCc2ccccc2)c(OC)c1	2	-6	-0.8	2	-3	-3	2	-1.1	i	13
CCOc1ccc(-n2c(C)c(C(C)=O)c3cc(OCC(N)=O)ccc32)cc1	-2	-3	-0.2	-1	-2	-4	-8	-0.5	i	1
COc1cc(/C=N/NC(=O)c2cc(C)oc2C)ccc1O	-3	-9	-1.5	-10	1	-8	-4	-0.7	i	-15
C/C(=N/Nc1ccc(C(=O)c2c(C)cc3ccccn23)cc1[N+](=O)[O-])c1ccc(O)cc1	-5	2	6.3	-18	1	32*	5	-0.6	i	4

Pulled one by one from the entries so far:
SMILES	DNMT1 inh	Scp-1 inhibitor	LMPTP block	SUMO1-SIM PPI	STEP block	NadD block	SKN-1 block	Tb MetRS inh	Neddyl block	NRP1-CendR mod
Cc1cc(Nc2ccc(Cl)cc2)nc(-c2ccccc2O)n1	-14	-7	2.1	0	0	4	3	-0.3	i	2
Cc1cc2ncc(C(=O)N=CN(C)C)cn2n1	3	-3	-1.7	-2	-3	-1	2	-0.4	i	12
CCN(CC)C(=O)COc1ccc(/C(C)=N/NC(=O)c2ccccc2O)cc1	2	-3	0.1	2	1	4	6	-0.5	i	-1
COc1ccc(CC(=O)Cc2ccc(OC)c(OC)c2)cc1OC	2	x	-0.9	5	-2	-4	21	-0.1	i	-5

Going on with the list.
SMILES	DNMT1 inh	Scp-1 inhibitor	LMPTP block	SUMO1-SIM PPI	STEP block	NadD block	SKN-1 block	Tb MetRS inh	Neddyl block	NRP1-CendR mod
COc1ccccc1OCC(=O)Nc1nc2c(s1)CCCC2	-2	-7	0.6	-3	0	-2	15	-0.9	i	2
CS/C(=C\[N+](=O)[O-])Nc1ccc(F)cc1	1	-5	0.3	-2	2	-2	-11	-0.1	i	5
COc1ccc(S(=O)(=O)N(C)C[C@H]2OCc3cn(nn3)CCCC(=O)N([C@@H](C)CO)C[C@@H]2C)cc1	0	x	-0.6	-1	-2	2	11	-0.7	i	-12
COc1ccc(NC(=O)C2CCN(C(=O)c3ccc(OC)cc3)CC2)cc1	1	-7	-0.3	-3	-2	2	10	-0.3	i	-8
COc1cc(C(C2C(=O)CC(C)(C)CC2=O)C2C(=O)CC(C)(C)CC2=O)ccc1OC(C)=O	2	-22	-1.5	1	-2	7	11	2.2	i	9
COc1ccccc1CNC(=O)c1cc(-c2ccccc2)nn1CC1CC(c2cccnc2)=NO1 (stereo not drawn)	0	-3	0.2	0	1	2	3	-0.2	i	-13
CC1CCN(c2ccc(NC(=S)NC(=O)c3ccco3)cc2)CC1	-6	-7	2.0	-1	0	3	-6	-0.6	i	10
CS(=O)(=O)N(CC(=O)N1CCCCCC1)c1ccc(Cl)cc1	-5	59*	-2.8	1	0	4	2	-0.5	i	2
COC(=O)CSc1nc2sc3c(c2c(=O)[nH]1)CCC3	6	-2	-0.4	4	-1	-4	-5	0.3	i	-7
Cc1cc(=O)oc2cc(OCC(=O)c3ccccc3)ccc12	-2	-12	-0.1	5	1	-8	10	0.5	i	11
COc1ccc(OC)c(C(=O)COC(=O)C2CC3CCCC(C2)C3=O)c1 (stereo not drawn)	-3	-7	0.3	-2	-3	1	21	-0.4	i	13
Cc1cc(NC(=O)c2ccc3c(c2)OCO3)ccc1NC(=O)c1ccco1	-3	-3	-2.5	1	-2	-5	12	-3.5	i	-2
CCCC(C)NC(=O)C1CCN(C(=O)C2CC(=O)N(c3ccc(C)cc3)C2)CC1 (stereo not drawn)	-2	-7	-1.0	-3	0	1	10	-0.4	i	4
COc1ccc(CCNC(=O)c2ccc(Cl)cc2Cl)cc1	1	-13	-2.4	1	2	0	10	-0.1	i	7
CC(C)(C)c1ccc(C(=O)NNc2ncccc2-n2cccc2)cc1	-1	-7	-0.2	4	-1	-1	-9	0.0	i	-2
O=S(=O)(Nc1ccccc1Cl)c1ccc2[nH]c(=S)oc2c1	0	-2	-1.3	9	0	-1	15	-0.3	i	2
CN(C)S(=O)(=O)c1cccc(NC(=S)N/N=C/c2cc(Br)ccc2O)c1	-22	-8	3.5	-7	-3	23	5	-0.5	x	-40
COC(=O)c1ccccc1NC(=O)Cn1c(CCC(=O)O)ccc1-c1cccs1	-5	-13	-0.7	2	-1	-1	11	-0.8	i	-22
Cc1cccc(C(=O)Nc2cc(Cl)ccc2-n2cncn2)c1[N+](=O)[O-]	1	4	-0.4	12	-1	-1	1	-0.6	i	5
Cn1c(=O)cc(OCCCC(=O)NC2CCCC2)c2ccccc21	6	-3	-0.7	1	-2	-1	-9	-1.8	i	-2
CCNc1nc(Oc2ccc(Cl)cc2Cl)cc(C(F)(F)F)n1	-4	-11	3.1	-1	2	7	32	0.2	i	2
FC(F)(F)c1cccc(-c2cc3nc(NC4CCCCC4)ccn3n2)c1	-23	x	2.4	-8	-6	1	8	-0.2	x	-18
COC(=O)C(NC(=O)c1ccccc1Cl)(Nc1ncc(S(=O)(=O)c2ccc([N+](=O)[O-])cc2)s1)C(F)(F)F (stereo not drawn)	-3	-8	-0.3	-26	5	0	14	0.5	i	-12
COc1ccc(CNC(=O)CC(NC(N)=O)c2ccccc2Cl)cc1OC (stereo not drawn)	-1	-12	0.2	-2	0	-1	3	-0.2	i	-5
C=CCn1c(SCC(=O)Nc2ccc(F)cc2F)nc2c([nH]c3ccccc32)c1=O	14	-5	-1.0	-1	1	1	8	-0.6	i	1

Carrying on.
SMILES	DNMT1 inh	Scp-1 inhibitor	LMPTP block	SUMO1-SIM PPI	STEP block	NadD block	SKN-1 block	Tb MetRS inh	Neddyl block	NRP1-CendR mod
CN(Cc1cccc(-n2cccn2)c1)C(=O)CCc1nnc(C2CCCCC2)o1	-3	-1	0.2	0	0	1	-6	-0.5	i	-11
COc1cc2nc(CCc3ccccc3)oc(=O)c2cc1OC	0	-6	-1.5	5	-1	4	0	-0.6	i	-10
Cc1ccccc1C1=NC(c2ccc(F)cc2F)ON1 (stereo not drawn)	1	-2	-1.0	1	-4	-1	-18	-0.5	i	22*
O=c1[nH]c(CCl)nc2cc(-c3ccc(F)cc3)sc12	4	-12	-0.3	-24	0	5	15	-0.4	i	-20
COc1ccc(OC)c(NC(=O)CCNS(=O)(=O)c2ccc3c(c2)CC(C)N3C(C)=O)c1 (stereo not drawn)	0	x	-0.1	3	-1	2	15	-0.3	i	-8
O=C(NCc1cccnc1)c1ccc(CS(=O)(=O)c2ccc(Br)cc2)o1	-2	-13	0.4	6	0	0	-2	-0.8	i	-1
C=CCNC(=O)COc1ccc(Br)cc1Cl	-2	-2	-1.1	-1	5	9	17	4.1	i	-6
COc1ccc(-n2cnc3ccccc32)cc1	13	-5	2.5	-1	2	5	14	-0.5	i	10
O=C(NCc1ccccc1Br)c1ccncc1	0	-5	0.7	-3	2	0	11	0.0	i	-48
CCS(=O)(=O)c1ccc2c(c1)N(S(=O)(=O)c1cccs1)CC(C(=O)O)O2 (stereo not drawn)	1	9	-1.6	3	-3	3	5	-0.2	i	-4
O=C1C(NS(=O)(=O)c2cccs2)=C(N2CCN(c3cccc(C(F)(F)F)c3)CC2)C(=O)c2ccccc21	-13	-7	4.6	-16	2	29	-1	0.3	i	0
Cc1cccc(OCCn2ccnc2)c1	0	-4	-1.6	1	-4	0	3	0.1	i	5
CCCCNC(=O)OCCSCCS(=O)(=O)c1ccc(Cl)cc1	-2	-9	-1.6	-3	0	-2	6	0.3	i	9
O=C(NNc1c2ccccc2nc2ccccc12)C12CC3CC(CC(C3)C1)C2	-3	-4	-1.0	-4	0	-1	7	0.4	i	5
